HTT cytoprotect: protects HTT-Q103 PC12 cells, measured by ATP. AID 1471. PC12 HTT-Q103 induced, cytoprotection, ATP luminescence, 40 h. Potency, µM (titrated, usually from 56.4 µM), for the others: cytoprotection (ATP increase), usual class: activators. hit rate 0.14% among 230,000;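 further: potency means the concentration at half of the fitted maximal effect; % of control where 0% means no effect; nearly all actives have a fitted effect of over 45% in size; toxic huntingtin expression switched on by the ecdysone agonist tebufenozide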
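PC12 cells stably carrying ecdysone-inducible Htt exon 1 (Q103)–GFP were induced with 100 nM tebufenozide (final) alongside library compounds in a dose series. Cytoprotection was scored as retained ATP by ATPlite luminescence.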
CBFb-RUNX1 inh: inhibitors of human CBF-beta and RUNX1 interaction; 230,000 tested, under 10 active; Potency, µM (highest dose often 59.8 µM), inactives show top-dose activity, negative = inhibition, most hits filed as inhibitors; AlphaScreen CBFb-His/RUNX1-biotin binding, biochemical; Q01196+Q13951; further: % of control where 0% means no effect
Target sequence (Q01196 whole entry, looked up): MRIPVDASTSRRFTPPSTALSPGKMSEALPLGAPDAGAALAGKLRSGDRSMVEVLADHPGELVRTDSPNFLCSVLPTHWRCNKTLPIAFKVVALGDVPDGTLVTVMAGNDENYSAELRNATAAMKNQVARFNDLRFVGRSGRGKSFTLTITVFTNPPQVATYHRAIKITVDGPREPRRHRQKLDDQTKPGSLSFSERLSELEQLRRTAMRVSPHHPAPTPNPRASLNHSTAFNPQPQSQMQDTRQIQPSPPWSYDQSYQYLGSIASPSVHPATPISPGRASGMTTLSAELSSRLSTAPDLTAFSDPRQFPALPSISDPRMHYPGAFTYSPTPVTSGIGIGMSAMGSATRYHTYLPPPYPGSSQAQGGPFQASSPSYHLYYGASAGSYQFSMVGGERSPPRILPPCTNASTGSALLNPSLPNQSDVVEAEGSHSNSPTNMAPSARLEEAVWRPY
Target sequence (Q13951 whole entry, looked up): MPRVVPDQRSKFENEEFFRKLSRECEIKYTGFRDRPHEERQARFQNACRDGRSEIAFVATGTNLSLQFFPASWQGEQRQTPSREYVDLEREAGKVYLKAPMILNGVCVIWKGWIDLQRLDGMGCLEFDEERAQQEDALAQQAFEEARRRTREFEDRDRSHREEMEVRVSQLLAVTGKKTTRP
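Read-out: AlphaScreen. Format: His-CBF-beta with biotinylated RUNX1 (30 nM each) preincubated 20 min, compound 15 min, Ni-chelate plus streptavidin beads 90 min; room temperature throughout.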
Lamin A splicing: modulators of lamin A splicing. HeLa LMNA splicing GFP/RFP minigene ratio, 48 h. Potency, µM (series often up to 46.1 µM), without a hit: at the highest dose ratio change, negative = inhibition, most hits filed as inhibitors. hit rate 0.01% among 200,000; active means well fitted inhibition curve with a large enough effect in the signal ratio, with a control signal flat, not every such curve was filed as active; inconclusive means small, poorly fitted or top-dose-only effect, or effect the other way, or a change in a side signal; the % refers to the signal ratio; further: potency means the concentration at half of the fitted maximal effect; on the % scale 0 is the no-effect control and ±100 the full control effect
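S3 HeLa cells stably expressing lamin A-EGFP splicing minigene plus DsRed2, 600 cells/well, 48 h compound exposure at 37C. Laser-scanning cytometry; analysed as GFP (500-530 nm)/RFP (575-640 nm) total intensity ratio; 0.5% DMSO vehicle.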
Luc counter: blocks Kinase-Glo luciferase, a counter-screen artifact | Q27757 | Kinase-Glo luciferase, ATP luminescence, 8 min | Potency, µM (doses to about 38.3 µM), without a hit: at the highest dose activity change, negative = inhibition, usual class: inhibitors | hit rate 0.28% among 200,000 | AID 1379; further: potency means the concentration at half of the fitted maximal effect; on the % scale 0 is the no-effect control and ±100 the full control effect; nearly all actives have a fitted effect of over 60% in size
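Substrate mix (final 50 mM imidazole pH 7.2, 50 mM KCl, 7 mM MgCl2, 10 uM ATP, 0.01% Tween 20, 0.05% BSA) plus pin-tool compound, then Kinase-Glo detection mix; 8 min ambient, luminescence read.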
SMN2 splice up: enhancers of SMN2 splice variant expression. hit rate 2.8% among 210,000. AID 1458. HEK293 SMN2-luciferase splicing reporter, luminescence, 30-36 h. Potency, µM (doses to about 46.1 µM), for inactives: at the top dose activity change, positive = activation, hits mostly activators; further: potency means the concentration at half of the fitted maximal effect; % of control where 0% means no effect; nearly all actives have a fitted effect of over 55% in size
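HEK293 cells carry an SMN2 minigene-luciferase reporter in which exon 7 inclusion puts luciferase in frame. Cells were seeded at 2000 cells/well, attached for 10-12 hours, then exposed to compounds for 30-36 hours at 37C before ONE-Glo luminescence.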
HTT aggregate: reduces HttQ103-GFP aggregates in PC12 cells. PC12 HttQ103-GFP aggregates, Acumen cytometry, 40 h. Potency, µM (titrated, usually from 46.1 µM), inactives show top-dose activity change, negative = inhibition, hits mostly inhibitors. AID 1688. hit rate 1.1% among 220,000; further: potency means the concentration at half of the fitted maximal effect; on the % scale 0 is the no-effect control and ±100 the full control effect; nearly all actives have a fitted effect of over 60% in size
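Quantitative HTS on tebufenozide-induced (100 nM) PC12 cells stably expressing polyQ103 Huntingtin exon 1–GFP. Reduction of bright GFP aggregates, detected by laser scanning cytometry after lysis, identified actives across the titration.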
IMPase Li inh: cell-permeable IMPase inhibitors with lithium potentiation | hit rate 0.35% among 210,000 | Potency, µM (highest dose often 59.4 µM), for inactives: at the highest dose activity, negative = IMPase inhibition, actives largely listed as inhibitors | CHO-M1 cells, IP1 TR-FRET (IP-One), carbachol + lithium;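 further: IP1 builds up when IMPase is blocked and the TR-FRET signal falls; potency means the concentration at half of the fitted maximal effect; plate controls were basal vehicle for no effect and high inhibitor control for full effect; nearly all actives have a fitted effect of over 50% in size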
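CHO-M1, 2000 cells/well, 16–30 h culture; cpd + low Li+, 30 min 37C; lysis with d2-IP1/Eu-anti-IP1 Ab, 10 min RT; TR-FRET 665/620 ratio and 620 channel; AC50 via Hill.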
Numbers without * were called inactive; u = inconclusive; x = not tested or not shown; & = joins results of further samples; [ ] = remark or other dose. Unless noted, the call rests on the fitted dose curve; in most records, active means well fitted curve in the direction sought with a large enough effect; inconclusive means small, poorly fitted or top-dose-only effect, or another doubt; inactive means no such curve, though single readings can be large; an effect the other way counts as inactive or inconclusive.

No.	structure	HTT cytoprotect	CBFb-RUNX1 inh	Lamin A splicing	Luc counter	SMN2 splice up	HTT aggregate	IMPase Li inh
1	CCOC(=O)c1c(C)[nH]c(C(=O)CSc2nc(C)cc(C)n2)c1C	20.8%[10 µM]	-11.3%	u	-2.6%	-45.8%[inhibitor]	1.7%	1.2%
2	O=C(Nc1nccs1)C1CCCN1S(=O)(=O)c1ccc(Cl)cc1 (stereo not given)	-10.6%[10 µM]	0.2%	10.0%	7.0%	-18.2%	6.5%	-0.6%[38.3 µM]
3	O=C(O)c1cccc(NS(=O)(=O)c2ccc(NC(=O)c3ccco3)cc2)c1	-66.2%[inhibitor]	-22.3%	x	1.0%	9.5%	17.1%	-5.0%
4	CCOc1ccc(NC(=O)C2(c3ccc(OC)c(OC)c3)CCCC2)cc1	2.3%[10 µM]	-3.4%	-7.9%	5.2%	-16.5%	2.7%	18.5%
5	O=C(CCc1ccccc1)Nc1nc2n(n1)C(c1ccccc1)CC(=O)N2 (stereo not given)	0.2%	-4.5%	11.5%	3.0%	2.4%	u	0.3%[38.3 µM]
6	Cc1nc(SCC(=O)NCCc2ccccc2)n[nH]1	11.3%	3.2%	8.6%	x	x	-6.9%	x
7	C(=N\N1CCN(Cc2ccccc2)CC1)/c1cccnc1	-14.3%[10 µM]	14.7%	-5.1%	-0.1%	-1.9%[1.84 µM]	-7.0%	1.7%
8	O=C(c1cccnc1)n1nc(-c2ccco2)nc1NCc1cccs1	-51.1%[inhibitor]	-0.1%	x	-4.0%	18.7%	-6.9%	-2.9%
9	COc1ccccc1NC(=O)CN1C(=O)NC(CC(C)C)C1=O (stereo not given)	-8.8%	-1.0%	-8.7%	-1.1%	19.9%	2.4%	-1.1%[38.3 µM]
10	Cn1c(=O)c2c(nc(CN3CCN(C(=O)c4ccco4)CC3)n2Cc2ccccc2)n(C)c1=O	-19.1%[0.074 µM]	0.2%	0.4%	2.7%	-0.1%	21.1%	28.1%[38.3 µM]
11	C(=C\c1ccccc1)/C=N/Nc1nc2ccccc2s1	-12.2%	17.2%	-14.8%	2.2%	14.1µM*	-7.9%	-0.8%[38.3 µM]
12	COc1ccc(OC)c(CN(CCCN2CCOCC2)C(=O)Nc2ccccc2)c1	13.1%[1.9 µM]	9.1%	6.2%	0.1%	-23.6%	6.5%	6.0%
13	CCOC(=O)Cc1cnc(NC(=O)c2ccccc2)s1	-6.1%[10 µM]	-10.5%	u	-10.3%	-10.2%	-4.8%	0.9%[38.3 µM]
14	CC1CCCN(C(=O)c2ccc3c(=O)n(C4CCCC4)c(=S)[nH]c3c2)C1 (stereo not given)	-72.1%[inhibitor]	8.1%	x	1.3%	-70.4%[inhibitor]	u	16.1%
15	CCC(C)NC(=S)Nc1ccc2nc(N3CCN(CC)CC3)cc(C)c2c1 (stereo not given)	-42.2%[inhibitor]	1.9%	x	-4.0%	-5.3%	10.3%	6.8%
16	CCC(=O)Nc1cccc(C2=NOC3(C2)C[C@H](C(N)=O)N(C(=O)CC#N)C3)c1 (stereo not given in full)	-29.4%[10 µM]	9.1%	x	x	x	-4.2%[9.22 µM]	x

Some of the entries above, reformatted.
Results follow in this order: HTT cytoprotect | CBFb-RUNX1 inh | Lamin A splicing | Luc counter | SMN2 splice up | HTT aggregate | IMPase Li inh
9) COc1ccccc1NC(=O)CN1C(=O)NC(CC(C)C)C1=O (stereo not given)
  -8.8% | -1.0% | -8.7% | -1.1% | 19.9% | 2.4% | -1.1%[38.3 µM]
10) Cn1c(=O)c2c(nc(CN3CCN(C(=O)c4ccco4)CC3)n2Cc2ccccc2)n(C)c1=O
  -19.1%[0.074 µM] | 0.2% | 0.4% | 2.7% | -0.1% | 21.1% | 28.1%[38.3 µM]
11) C(=C\c1ccccc1)/C=N/Nc1nc2ccccc2s1
  -12.2% | 17.2% | -14.8% | 2.2% | 14.1µM* | -7.9% | -0.8%[38.3 µM]
12) COc1ccc(OC)c(CN(CCCN2CCOCC2)C(=O)Nc2ccccc2)c1
  13.1%[1.9 µM] | 9.1% | 6.2% | 0.1% | -23.6% | 6.5% | 6.0%
13) CCOC(=O)Cc1cnc(NC(=O)c2ccccc2)s1
  -6.1%[10 µM] | -10.5% | u | -10.3% | -10.2% | -4.8% | 0.9%[38.3 µM]
14) CC1CCCN(C(=O)c2ccc3c(=O)n(C4CCCC4)c(=S)[nH]c3c2)C1 (stereo not given)
  -72.1%[inhibitor] | 8.1% | x | 1.3% | -70.4%[inhibitor] | u | 16.1%
15) CCC(C)NC(=S)Nc1ccc2nc(N3CCN(CC)CC3)cc(C)c2c1 (stereo not given)
  -42.2%[inhibitor] | 1.9% | x | -4.0% | -5.3% | 10.3% | 6.8%
16) CCC(=O)Nc1cccc(C2=NOC3(C2)C[C@H](C(N)=O)N(C(=O)CC#N)C3)c1 (stereo not given in full)
  -29.4%[10 µM] | 9.1% | x | x | x | -4.2%[9.22 µM] | x

Later entries:
No.	structure	HTT cytoprotect	CBFb-RUNX1 inh	Lamin A splicing	Luc counter	SMN2 splice up	HTT aggregate	IMPase Li inh
17	Cc1c(C(=O)OCC(=O)Nc2ccc3c(c2)OCO3)cccc1[N+](=O)[O-]	-6.4%[10 µM]	-17.6%	-16.7%	-0.8%	-6.4%	8.0%	18.3%
18	CC(C)(C)c1csc(SCC(=O)Nc2ccc(Cl)cn2)n1	-6.2%[1.9 µM]	17.1%	-17.3%	0.2%	-15.5%	-13.5%	3.4%
19	Cc1nnc(NCc2ccco2)c2ccccc12	-21.0%[10 µM]	3.6%	-3.2%	13.6%	-8.8%	-1.3%	-4.5%[38.3 µM]
20	Cc1cc(C)c(C#N)c(SCC(=O)Nc2nnc(-c3ccccc3)s2)n1	3.5%	10.4%	-7.8%	3.8%	x	-3.0%	-70.4%[38.3 µM]
21	O=C(COc1ccccc1)Nc1nc(-c2ccc(S(=O)(=O)N3CCOCC3)cc2)cs1	-22.7%	-10.8%	u	-0.4%	-38.1%[inhibitor]	u	6.7%[38.3 µM]
22	CC1(C)CC2(CCCN(CC(O)(c3ccccc3)c3ccccc3)C2)CCO1 (stereo not given)	36.7%[10 µM]	7.6%	x	x	x	20.9%[9.22 µM]	x
23	Cc1ccc(CN2CCN(Cc3ccc(OCCO)cc3)CC2CCO)o1 (stereo not given)	-1.7%[10 µM]	4.8%	x	2.9%	x	10.8%	5.6%
24	COc1ccccc1CNC(=O)/C=C/c1cc2c(cc1Br)OCO2	3.8%	1.2%	2.1%	-1.2%	0.4%	26.2%	u
25	CN1CCN(c2nc3cc(C(F)(F)F)ccc3n3cccc23)CC1	-15.7%	-26.0%	u	-1.4%&1.0%	-8.1%&-7.1%	x	-21.0%&-13.2%&-14.6%
26	COc1ccccc1CNC(=O)CCS(=O)(=O)c1cccc2nonc12	-6.8%	-1.0%	-6.6%	8.8%	1.2%	-3.2%[9.22 µM]	34.5%[activator][38.3 µM]
27	CCOC(=O)N1CCC(C(N)=O)CC1	18.6%	0.4%	20.0%	0.4%	1.9%	6.7%[9.22 µM]	15.6%[38.3 µM]
28	CN(C)S(=O)(=O)c1ccc(NCC2COc3ccccc3O2)c([N+](=O)[O-])c1 (stereo not given)	-4.1%[10 µM]	8.5%	u	3.6%	-24.0%	-17.4%	13.9%
29	CN(CC(=O)NCCc1ccccc1)S(=O)(=O)c1cnc[nH]1	32.6%[10 µM]	0.0%	1.2%	-1.1%	27.9%	-1.5%	1.5%
30	O=C(NC(=S)NC1CC1)c1cccnc1	-9.0%	4.2%	7.5%	0.9%	5.2%	u	1.3%[38.3 µM]
31	CSCCC(=O)N1CCCC(CNC(=O)c2ccc(-c3ccccc3)cc2)C1 (stereo not given)	4.2%[10 µM]	-7.7%	u	-4.9%	-14.1%	19.2%[9.22 µM]	17.7%
32	Cn1c(Cc2ccccc2)nnc1SCC(=O)N1CCN(c2ccccc2)CC1	3.6%	5.9%	u	3.3%	-22.9%	14.6%	5.1%[38.3 µM]
33	COc1ccc(S(=O)(=O)n2nc(-c3ccc(Cl)cc3)cc2N)cc1OC	-66.2%[inhibitor]	2.3%	-19.5%	-0.4%	-52.3%[inhibitor]	u	9.6%[38.3 µM]
34	O=c1oc2cc(Br)ccc2n1CSC1=NCCS1	10.2%	1.0%	u	-6.7%	-13.4%	u	15.0%[38.3 µM]
35	O=C(CN1CCCC1)Nc1ccc(NC(=O)Nc2ccccc2Cl)cc1	-5.5%[10 µM]	4.0%	14.2%	-3.1%	18.6%	-3.0%	19.3%[38.3 µM]
36	CCCc1cc(=O)oc2c(C)c(OCC(=O)c3ccc(N4CCCC4)cc3)ccc12	9.5%	5.2%	4.7%	-2.9%	-22.2%	12.9%	0.5%[38.3 µM]
37	Cc1ccccc1-n1c(SCC(=O)NC(N)=O)nc2sc(-c3ccccc3)cc2c1=O	-21.9%[10 µM]	12.7%	-9.3%	-0.1%	5.0%	9.7%	11.2µM*
38	O=C(Cc1ccccc1)n1nc(-c2ccco2)nc1SCc1ccccc1	-45.1%[inhibitor]	-0.9%	14.5%	-0.7%	11.0%	1.3%	44.8%[38.3 µM]
39	COc1cc(NC(=O)CSc2nc3c(c(=O)[nH]2)CCCC3)cc(OC)c1OC	-25.1%	8.9%	-24.0%[46 µM]	-2.1%	-0.1%	1.8%	-3.2%
40	COc1ccc(-c2ccc(SCC(=O)c3ccc(F)cc3)nn2)cc1OC	-29.2%	7.3%	-29.5%[46 µM]	-3.0%	-17.5%	13.2%	13.2%
41	COc1cc(C2C3=C(CC(C)(C)CC3=O)OC3=C2C(=O)CC(C)(C)C3)cc([N+](=O)[O-])c1O	24.2%[10 µM]	-16.9%	u	-0.5%	x	20.8%[9.22 µM]	6.5%
42	COc1ccc(C)cc1NC(=O)CN1CCN(c2ccc(F)cc2)CC1	-27.1%[10 µM]	-2.0%	u	2.2%	-24.2%	-13.9%	17.7%[38.3 µM]
43	CCOc1ccc(NC(=S)N(CCN2CCOCC2)Cc2cc3cc4c(cc3[nH]c2=O)OCO4)cc1	-7.7%[10 µM]	-10.5%	u	0.8%	x	20.9%[9.22 µM]	u
44	C[C@H](CN(C)C)C(O)(c1ccccc1)c1ccccc1	1.7%[10 µM]	x	x	-8.2%[7.66 µM]	-16.9%[9.22 µM]	x	2.5%
